SMN2 splice enh: increases expression of the SMN2 splice variant; Potency, µM (highest dose often 46.1 µM), without a hit: at the highest dose activity change, positive = activation, actives largely listed as activators; 210,000 tested, 2.8% active; HEK293 SMN2-luciferase splicing reporter, luminescence, 30-36 h; further: % of control where 0% means no effect; nearly all actives have a fitted effect of over 55% in size
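qHTS luciferase splicing reporter: luminescence rises when SMN2 exon 7 is included in transfected HEK293 cells. Compound exposure lasted 30-36 h at 37C, with 4.5 mM final sodium butyrate as control, followed by a ONE-Glo read.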
Tau fibril FP: inhibitors of human tau fibril formation. P10636. K18 P301L tau heparin fibrillization, Alexa594 FP, 6 h. Potency, µM (top dose mostly 57.7 µM), without a hit: at the top dose activity, negative = inhibition, actives largely listed as inhibitors. 280,000 tested, 0.39% active; further: on the % scale 0 is the no-effect control and ±100 the full control effect; nearly all actives have a fitted effect of over 55% in size
Target sequence (P10636 561-689 P618L limits assumed): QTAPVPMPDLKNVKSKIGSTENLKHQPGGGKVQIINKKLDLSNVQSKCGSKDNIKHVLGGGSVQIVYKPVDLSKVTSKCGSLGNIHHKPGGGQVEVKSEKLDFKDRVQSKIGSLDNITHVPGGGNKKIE
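Recombinant K18 P301L […], labeled with Alexa 594 at 0.24 uM over 15 uM unlabeled; heparin inducer 20 uM final; 37 C, 6 hr; FP endpoint.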
ALDH1A1 inh: inhibitors of human aldehyde dehydrogenase 1A1. P00352. Purified ALDH1A1, NADH fluorescence, propionaldehyde substrate. Potency, µM (series often up to 75.3 µM), inactives show at the top dose activity, negative = inhibition, usual class: inhibitors. 220,000 tested, 7.3% active. AID 1030; active means well fitted inhibition curve with a large enough effect, not every such curve was filed as active; inconclusive means small, poorly fitted or top-dose-only effect, or another doubt; inactive means no such curve, though single readings can be large or run the other way;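 further: plate controls were no enzyme wells and a reference inhibitor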
Target sequence (P00352 whole entry, looked up): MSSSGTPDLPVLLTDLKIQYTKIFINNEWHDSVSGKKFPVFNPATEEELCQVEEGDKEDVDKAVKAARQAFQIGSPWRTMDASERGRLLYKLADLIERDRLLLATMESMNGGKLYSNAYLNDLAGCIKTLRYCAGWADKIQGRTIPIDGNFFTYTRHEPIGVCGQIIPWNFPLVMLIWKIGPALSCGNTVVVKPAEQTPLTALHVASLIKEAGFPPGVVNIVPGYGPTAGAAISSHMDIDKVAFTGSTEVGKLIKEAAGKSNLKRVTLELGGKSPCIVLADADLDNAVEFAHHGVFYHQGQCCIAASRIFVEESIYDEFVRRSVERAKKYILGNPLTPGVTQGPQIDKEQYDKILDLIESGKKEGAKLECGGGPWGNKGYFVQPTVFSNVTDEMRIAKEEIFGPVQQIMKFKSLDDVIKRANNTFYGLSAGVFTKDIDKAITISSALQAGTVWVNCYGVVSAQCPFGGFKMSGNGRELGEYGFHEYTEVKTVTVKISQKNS
Tau fluor cs: counter-screen for tau fibril formation inhibitors; Potency, µM (highest dose often 57.7 µM), without a hit: at the top dose activity change, negative = decrease; 280,000 tested, 0.93% active; tau K18 P301L Alexa594 fluorescence, heparin fibrillization; AID 1463; further: on the % scale 0 is the no-effect control and ±100 the full control effect; nearly all actives have a fitted effect of over 55% in size
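Human tau K18 P301L (15 uM unlabeled, 0.24 uM Alexa 594-labeled) in 100 mM sodium acetate pH 7 with 20 uM heparin, 6 hr at 37 C. ThT 30 uM added, 1 hr ambient; Alexa 594 FP and total fluorescence read at 555/632 nm.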
KDM4E inh: JMJD2E (human) inhibition; JMJD2E catalytic domain, FDH-coupled NADH fluorescence (FDH is formaldehyde dehydrogenase); 230,000 tested, 1.6% active; Potency, µM (highest dose often 57.1 µM), without a hit: top-dose activity change, negative = inhibition, usual class: inhibitors; AID 2147; B2RXH2; active means well fitted inhibition curve with a large enough effect, not every such curve was filed as active; inconclusive means small, poorly fitted or top-dose-only effect, or another doubt; inactive means no such curve, though single readings can be large or run the other way;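 further: 0% = wells with enzyme and -100% = buffer wells without enzyme; nearly all actives have a fitted effect of over 50% in size; many of its hits are not listed in these tables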
Target sequence (B2RXH2 1-337 limits assumed): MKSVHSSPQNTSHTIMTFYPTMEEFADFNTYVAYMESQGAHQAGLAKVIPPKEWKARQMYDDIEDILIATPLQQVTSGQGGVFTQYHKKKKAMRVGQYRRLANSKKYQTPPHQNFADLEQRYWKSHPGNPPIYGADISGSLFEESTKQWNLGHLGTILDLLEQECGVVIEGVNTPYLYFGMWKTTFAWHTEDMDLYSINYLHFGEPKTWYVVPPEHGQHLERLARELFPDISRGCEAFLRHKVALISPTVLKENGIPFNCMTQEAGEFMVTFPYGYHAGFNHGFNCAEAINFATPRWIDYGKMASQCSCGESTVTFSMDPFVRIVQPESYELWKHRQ
Tau fibril ThT: inhibitors of human tau fibril formation, thioflavin T binding. P10636. recombinant tau K18 P301L (four-repeat tau fragment), heparin-induced fibrillization, ThT fluorescence. Potency, µM (doses to about 57.4 µM), inactives show top-dose activity, negative = inhibition, most hits filed as inhibitors. 270,000 tested, 2.1% active; further: on the % scale 0 is the no-effect control and ±100 the full control effect; nearly all actives have a fitted effect of over 55% in size
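Tau K18 P301L fragment (15 uM unlabeled plus 0.24 uM Alexa 594-labeled) in 100 mM sodium acetate pH 7 with compound, fibrillization induced by 20 uM heparin for 6 hr at 37 C. Thioflavin T (30 uM) added, fluorescence read after 1 hr (ex 450, em 510 nm).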
HTT ATP protect: cytoprotection in Huntington HTT-Q103 PC12 cell model; PC12 HTT-Q103 induced, cytoprotection, ATP luminescence, 40 h; Potency, µM (series often up to 56.4 µM), without a hit: cytoprotection (ATP increase), usual class: activators; 230,000 tested, 0.14% active; AID 1471;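 further: % of control where 0% means no effect; nearly all actives have a fitted effect of over 45% in size; toxic huntingtin expression switched on by the ecdysone agonist tebufenozide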
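PC12 cells stably carrying ecdysone-inducible Htt exon 1 (Q103)–GFP were induced with 100 nM tebufenozide (final) alongside library compounds in a dose series. Cytoprotection was scored as retained ATP by ATPlite luminescence.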
HttQ103 aggreg: reduces HttQ103-GFP aggregates in PC12 cells; Potency, µM (titrated, usually from 46.1 µM), inactives show top-dose activity change, negative = inhibition, hits mostly inhibitors; AID 1688; 220,000 tested, 1.1% active; PC12 HttQ103-GFP aggregates, Acumen cytometry, 40 h; further: on the % scale 0 is the no-effect control and ±100 the full control effect; nearly all actives have a fitted effect of over 60% in size
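PC12 cells stably carrying ecdysone-inducible HTT exon 1 Q103–GFP were induced with tebufenozide (100 nM final) and treated with library compounds in titration. GFP aggregates in lysates were counted by laser scanning cytometry.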
Starred values were filed as active, the others as inactive; ? = inconclusive; / = not tested or not shown; & = joins results of further samples; [ ] = another dose, or the depositor's remark. Unless noted, the call rests on the fitted dose curve; in most records, active means well fitted curve in the direction sought with a large enough effect; inconclusive means small, poorly fitted or top-dose-only effect, or another doubt; inactive means no such curve, though single readings can be large; an effect the other way counts as inactive or inconclusive. Potency means the concentration at half of the fitted maximal effect. This is a subset. The share of hits here may be higher or lower than overall.

SMILES	SMN2 splice enh	Tau fibril FP	ALDH1A1 inh	Tau fluor cs	KDM4E inh	Tau fibril ThT	HTT ATP protect	HttQ103 aggreg
Cc1cc2nnc(SC3CCCCN(C(=O)c4ccc(F)cc4)C3=O)n2c2ccccc12 (stereo unspecified)	-9%	-12%	18µM*	-9%	?	-9%	-30%	11%
CCCCOC(=O)Nc1ccc(C)c(Cl)c1	?	-5%	12%	-15%	-1%	-12%	8%	-8%
CCCc1nc2n[nH]c(N)c2c2c1CCCC2	/	3%	7%	1%	2%	-7%	-11%	1%
Cc1nc2sccn2c(=O)c1CCN1CCC(=C(c2ccc(F)cc2)c2ccc(F)cc2)CC1	-21%&-31%&-40%	-17%&-4%&-16%	-6%&-2%	?	-12%&-6%&-23%	?	-243%[inhibitor]	-8%&-1%
O=C(Cn1c(COc2ccc(Cl)cc2)nc2ccccc21)NCC(F)(F)F	12%	14%	1%	-1%	-4%	-9%	24%[10 µM]	9%
CC1CCc2sc3nc(NCc4ccco4)n4ncnc4c3c2C1 (stereo unspecified)	-7%	1%	-3%	-19%	0%	?	5%	-6%
N#C/C(=C\c1ccc(Cl)cc1)c1nc(-c2cc3ccccc3oc2=O)cs1	-2%	-2%	/	-17%	/	?	/	/
CCCN1CNC(=S)N(c2ccc(C(=O)OCC)cc2)C1	-7%	1%	11%	0%	-3%	0%	13%[10 µM]	13%
CC1(C)CC(=O)C2=C(C1)OC(N)=C(C#N)C2CCc1ccccc1 (stereo unspecified)	18%	-9%	?	-11%	-1%	-10%	-4%[10 µM]	5%
CSc1nc2ccccc2nc1N(C)S(=O)(=O)c1ccc(C)cc1	/	-5%	/	-26%	?	-12%	33%[10 µM]	43%[9.22 µM]
CCCC12CN3CCN(CC(C3)/C1=N\NC(=O)c1ccc(F)cc1)C2	-8%	4%	4%	1%	12%	0%	-20%	-18%
Cc1cc(-c2ccc(Cl)cc2)oc(=O)c1NC(=O)c1ccccc1	-32%[inhibitor]	-1%	?	8%	?	4%	8%	16%
COc1cc(S(=O)(=O)N(C)C)ccc1Br	12%	?	11%	-7%	-1%	-1%	25%	2%
O=c1cc(CSc2nc3ccccc3c(=O)[nH]2)c2ccc(O)cc2o1	6%	-3%	?	-16%	?	-16%	11%	4%
CCC(=O)Nc1cccc(C2=NOC3(C2)C[C@@H](C(N)=O)N(C(=O)c2cc([N+](=O)[O-])cc([N+](=O)[O-])c2C)C3)c1 (stereo partly specified)	/	-1%	/	-14%	-8%	-7%	-12%[10 µM]	14%[9.22 µM]
Cc1cccc(NC(=O)c2cccc(Cn3cc(Br)c([N+](=O)[O-])n3)c2)c1C	-49%[inhibitor]	-6%	4%	?	6%	-14%	-31%	4%
COc1ccc(C(=O)OC(C)CN2CCOCC2)cc1OC (stereo unspecified)	-10%	-8%	-2%	-7%	-2%	-9%	-1%	10%
Fc1ccccc1Nc1nc(-c2ccncc2)nc2ccccc12	15%	-9%	10%	-7%	-14%	2%	?	-15%
Cc1ccc(Oc2ccc(-c3nnc(-c4ccccc4)o3)cc2[N+](=O)[O-])cc1C	-5%	7%	-9%	-19%	-1%	-16%	4%[10 µM]	5%
O=C(CCCn1cnc([N+](=O)[O-])n1)Nc1ccc(F)c(Cl)c1	4%	?	-2%	-1%	0%	-7%	-17%	3%
COc1ccc(NC(=O)CCN2CCN(S(=O)(=O)c3ccc(C(C)C)cc3)CC2)cc1	-27%	-5%	?	-19%	-5%	-9%	3%	-7%
Nc1nnnn1CC(=O)N/N=C/c1cccs1	/	2%	8%	-1%	-5%	-6%	7%[10 µM]	14%[9.22 µM]
Cc1nc(C(=O)NC2CCOCC2)sc1C1(C)CC(c2cccc([N+](=O)[O-])c2)=NO1 (stereo unspecified)	/	0%	/	-13%	-12%	-10%	-2%[10 µM]	-17%[9.22 µM]
CC(C)(C)c1ccc2c(c1)OCC(C(=O)O)O2 (stereo unspecified)	-7%	10%	17%	1%	2%	-5%	1%	-15%
CCCCn1c(N)c(-c2nc3ccccc3s2)c2c([N+](=O)[O-])nn(C)c(=O)c21	-25%	8%	17%	?	11%	14µM*	-45%[inhibitor]	-11%
COc1ccc(-c2nc3ccccc3c(=O)o2)cc1OC	7%	-7%	?	-6%	?	-12%	-41%[inhibitor]	10%
Cc1cc(C)c(C#N)c(Sc2ccc(N)cc2)n1	-2%	7%	5%	-4%	-1%	2%	8%[10 µM]	?
CN(Cc1cnn(C)c1)C(=O)c1cc2ccccc2oc1=O	1%	5%	0%	10%	-24%	3%	12%[10 µM]	1%
COc1ccccc1Nc1nc(-c2sc(NC(=O)c3ccccc3)nc2C)cs1	-5%	7%	13µM*	?	2%	?	21%	6%
CCn1c(SC)nnc1-c1sc2cc(Cl)ccc2c1Cl	-15%	-9%	-2%	0%	-7%	?	-8%	-19%
COc1ccc(OC(=O)c2nc(SCc3ccccc3C)ncc2Cl)cc1	4%	-5%	/	-18%	/	-17%	/	/
Cc1cc(N2CCOCC2)nc2ccc(NC(=O)CCC(=O)N3CCCC(C)C3)cc12 (stereo unspecified)	13µM*	11%	?	-23%	?	?	-24%	?
COc1ccc(C2=NN(C(=O)CSc3ncccn3)C(c3cccc(OC)c3OC)C2)cc1 (stereo unspecified)	-4%	-2%	?	-2%	203%[activator]	-5%	-32%[inhibitor]	-9%
CCCC(=O)Nc1ccc(C(=O)Nc2cccc(OC)c2)cc1	-7%	8%	10%	-11%	0%	-9%	/	-15%
COc1ccc(NS(=O)(=O)c2cc(S(C)(=O)=O)ccc2C)cc1	?	-4%	28µM*	8%	-7%	4%	-11%[10 µM]	19%
Cc1ccc(C)c(NC(NC(=O)c2cccnc2)C(Cl)(Cl)Cl)c1 (stereo unspecified)	4%	-4%	0%	-8%	-3%	1%	-45%[inhibitor]	9%
CCN1C(=O)/C(=C/C=C2/SCCN2C)SC1=S	?	3%	?	-24%	-4%	?	-19%	12%
CCO[C@H]1OC(C(=O)N2CCCCCCC2)=C[C@@H](c2ccccc2)[C@@H]1CCCO	/	10%	-2%	2%	5%	2%	-5%[10 µM]	12%[9.22 µM]
O=C(N/N=C/c1cccc(OCc2ccccc2)c1)c1cccs1	-11%	?	-5%	25µM*[quencher]	-12%	?	-10%	-17%
O=c1c2ccc(Cl)cc2nc(-c2cccc(C(F)(F)F)c2)n1O	-70%[inhibitor]	2%	11%	-3%	32µM*	-2%	-69%[inhibitor]	?
CCCCCCCCC(=O)NNC(=O)c1c(O)c2ccccc2n(CC)c1=O	/	1%	5%	-14%	?	-12%	13%[10 µM]	9%[9.22 µM]
CC1CCC2C(=O)N3C(CCC(C)[C@@H]3c3cccc(N4CCOCC4)c3)C(=O)N2C1c1cccc(Br)c1 (stereo partly specified)	/	7%[11.6 µM]	-3%[13.5 µM]	-29%[11.6 µM]	/	-28%[11.5 µM]	-32%[inhibitor][10 µM]	/
CCN(CC)CCCNC(=O)c1nn(-c2ccccc2OC)c(=O)c2ccccc12	7%	1%	4%	-1%	2%	2%	-12%	-5%
O=C(NCCc1ccccc1)c1ccccc1NC(=O)C1CC=CCC1C(=O)O (stereo unspecified)	?	2%	4%	-3%	?	-10%	/	4%
COC(=O)NC(NC(=S)Nc1ccccc1OC)C(Cl)(Cl)Cl (stereo unspecified)	/	-1%	3.2µM*	0%	0%	6%	7%[10 µM]	12%

The last four records of the part before lead into the next.
SMILES	SMN2 splice enh	Tau fibril FP	ALDH1A1 inh	Tau fluor cs	KDM4E inh	Tau fibril ThT	HTT ATP protect	HttQ103 aggreg
CC1CCC2C(=O)N3C(CCC(C)[C@@H]3c3cccc(N4CCOCC4)c3)C(=O)N2C1c1cccc(Br)c1 (stereo partly specified)	/	7%[11.6 µM]	-3%[13.5 µM]	-29%[11.6 µM]	/	-28%[11.5 µM]	-32%[inhibitor][10 µM]	/
CCN(CC)CCCNC(=O)c1nn(-c2ccccc2OC)c(=O)c2ccccc12	7%	1%	4%	-1%	2%	2%	-12%	-5%
O=C(NCCc1ccccc1)c1ccccc1NC(=O)C1CC=CCC1C(=O)O (stereo unspecified)	?	2%	4%	-3%	?	-10%	/	4%
COC(=O)NC(NC(=S)Nc1ccccc1OC)C(Cl)(Cl)Cl (stereo unspecified)	/	-1%	3.2µM*	0%	0%	6%	7%[10 µM]	12%
COC(=O)c1ccccc1NC(=O)CN1CCC(NC(=O)c2ccc(C)cc2)CC1	?	-10%	0%	-14%	-2%	-11%	-16%	-4%
COCc1c(Br)c(C)nc2sc3c(=O)n(-c4cccc(Br)c4)nnc3c12	-8%	-5%	/	0%	/	2%	/	/
COc1ccc2cc(Br)ccc2c1CC(=O)N(C)C	-4%	-5%	2%	1%	4%	-6%	14%	8%
CC(=O)Nc1ccc(S(=O)(=O)n2nc(C)cc2C)cc1	-5%	7%	-1%	5%	2%	1%	-8%[0.074 µM]	-3%
O=C(NCc1ccco1)c1cc(-c2ccc3c(c2)OCO3)on1	?	1%	-10%	-3%	?	-8%	-32%	?
Cc1ccc(NC(=O)Cn2cnc3cc([N+](=O)[O-])ccc3c2=O)c(Cl)c1	/	4%	2.8µM*	?	1%	-11%	-2%[10 µM]	19%[9.22 µM]
COc1ccc(OC)c(CN2CCC(C(=O)N3CCN(c4ccccc4F)CC3)CC2)c1	-26%	-3%	-13%	5%	?	6%	/	21%
Cc1ccccc1-c1ncc(CN2CCN(C3CCCCC3)C(CCO)C2)cn1 (stereo unspecified)	1%	2%	6%	8%	-3%	1%	4%[10 µM]	-11%[9.22 µM]
CCOc1ccc(N=C2NC(=O)C(CC(=O)O)S2)cc1 (stereo unspecified)	5%	5%	6%	5%	0%	1%	-9%	7%
CC(=O)c1c(C)oc2ccc(N(C(=O)Oc3ccccc3)S(=O)(=O)c3ccc(C(C)(C)C)cc3)cc12	-40%[inhibitor]	-6%	/	-6%	/	-4%	/	/
COCCSc1ccccc1C(=O)N1CCN(c2ccccc2OC)CC1	10%	4%	8%	-1%	-7%	-3%	-16%[10 µM]	0%
